S1P3 antag: blocks the human S1P3 receptor; Q99500; CHO S1P3 NFAT-BLA reporter, FRET fluorescence, antagonist mode; inhibition, % at 4.98 µM; hit rate 0.27% among 170,000;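 active = inhibition above the plate cutoff, the mean inhibition of test wells on that plate plus 3 SD, cut at about 28% in these data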;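 note: cells challenged with S1P at its EC80 of 0.8 µM; blue over green emission ratio from cleaved BLA substrate after 4 h stimulation; 0% = S1P-stimulated wells and 100% = unstimulated DMSO-only wells; some compounds past the cut are filed as inactive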
Target sequence (Q99500 whole entry, looked up): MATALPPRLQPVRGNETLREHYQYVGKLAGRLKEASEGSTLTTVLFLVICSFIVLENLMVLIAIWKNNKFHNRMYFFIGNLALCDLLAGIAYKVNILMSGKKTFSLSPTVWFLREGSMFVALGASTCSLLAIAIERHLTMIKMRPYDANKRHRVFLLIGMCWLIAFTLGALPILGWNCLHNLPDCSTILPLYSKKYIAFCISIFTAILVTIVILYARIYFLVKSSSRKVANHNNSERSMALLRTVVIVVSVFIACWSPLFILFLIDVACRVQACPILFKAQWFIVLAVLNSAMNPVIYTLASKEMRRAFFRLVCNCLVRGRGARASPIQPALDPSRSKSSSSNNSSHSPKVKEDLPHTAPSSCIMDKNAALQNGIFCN
The depositor's hits bear a star. A portion of the library. The share of hits here may be higher or lower than overall.

Molecule	S1P3 antag
CC1(/[N+]([O-])=C/c2ccc(Cl)cc2Cl)CCCCC1=O (stereo not drawn)	-9
Cc1onc(-c2ccc(Cl)cc2Cl)c1-c1csc(N/N=C/c2ccccc2Cl)n1	7
COc1ccc(C(=O)NNC(=O)c2snnc2C)cc1	-5
Cc1cc(-c2nnc(-c3cccc(Cl)c3)o2)no1	-1
CN(C)/C=C/C1=C([N+](=O)[O-])C(c2cccc([N+](=O)[O-])c2)NC(=O)N1 (stereo not drawn)	3
CC(=O)c1c(C)[nH]c(C(=O)OCC(=O)Nc2sc3c(c2C#N)CCC(C)C3)c1C (stereo not drawn)	4
O=[N+]([O-])c1ccc(/C=N/NC(=S)Nc2ccc(Cl)cc2Cl)s1	3
CN(C(=O)C1CCC1C(=O)O)c1nc(-c2ccc(Cl)s2)cs1 (stereo not drawn)	-10
S=C1NCN(Cc2ccco2)CN1c1cccc2ccccc12	4
C/C(=N\N=C1\NC(=O)C(CC(=O)O)S1)c1ccccn1 (stereo not drawn)	2

Reprinted from the part before: 7 compounds; new compounds follow.
Molecule	S1P3 antag
Cc1cc(-c2nnc(-c3cccc(Cl)c3)o2)no1	-1
CN(C)/C=C/C1=C([N+](=O)[O-])C(c2cccc([N+](=O)[O-])c2)NC(=O)N1 (stereo not drawn)	3
CC(=O)c1c(C)[nH]c(C(=O)OCC(=O)Nc2sc3c(c2C#N)CCC(C)C3)c1C (stereo not drawn)	4
O=[N+]([O-])c1ccc(/C=N/NC(=S)Nc2ccc(Cl)cc2Cl)s1	3
CN(C(=O)C1CCC1C(=O)O)c1nc(-c2ccc(Cl)s2)cs1 (stereo not drawn)	-10
S=C1NCN(Cc2ccco2)CN1c1cccc2ccccc12	4
C/C(=N\N=C1\NC(=O)C(CC(=O)O)S1)c1ccccn1 (stereo not drawn)	2
Cc1ccc(N2C(=O)CCC2(C#N)c2ccccc2)cc1 (stereo not drawn)	-25
CCOC(=O)N/N=C1\CC(C)S(=O)(=O)c2ccc(Cl)cc21 (stereo not drawn)	-24
CC(C)c1ccccc1NC(=O)Cn1c(/C=C/c2ccccc2)nc2ccccc21	4
FC(F)(F)c1cnc(N2CCCN(C(=S)Nc3ccccc3)CC2)c(Cl)c1	2
Cc1onc(-c2ccccc2)c1C(=O)/C=C/N(C)C	2
O=C(NC1CCCC1)c1cc(COc2ccc3ncccc3c2)on1	35*
COc1ccc(C(=O)NCCCn2ccnc2)cc1[N+](=O)[O-]	5
Cc1ccc(Cl)cc1NC(=O)N[C@@H](CC(C)C)C(=O)O	-16
Cc1ccc(-n2nc(C)c(C3C(C#N)=C(N)OC4=C3C(=O)CCC4)c2Cl)cc1 (stereo not drawn)	-2
CNC(=O)c1cc2c(=O)n3cc(C)ccc3nc2n(Cc2ccco2)c1=N	-2
COCCCNC(=O)c1ccccc1C(F)(F)F	-9
CC1(C)CC(/C=C/c2ccccc2)=Nc2ccccc2N1	-6
O=C(NNS(=O)(=O)c1ccc(F)cc1)c1cnn(-c2ccccc2)c1C(F)(F)F	-11
CC(=O)NCCc1c[nH]c2ccc(OCC(O)CNC(C)(C)C)cc12 (stereo not drawn)	-21
O=C(O)c1cc(/C=C/c2ccc(N3CCOCC3)c([N+](=O)[O-])c2)nc2ccccc12	-5
COc1ccc(-c2noc(-c3ccc(Br)o3)n2)cc1	3
NC(=NCCc1c[nH]c2ccccc12)NC(=O)c1ccc(F)cc1	-7
CN(/N=C/c1ccccc1Cl)c1ncc(Cl)cc1C(F)(F)F	3
OCC1(Cc2ccccc2C(F)(F)F)CCN(Cc2ccncc2)CC1	-4
NCCSc1c(-c2ccc(Cl)cc2)[nH]c2ccccc12	20
O=C(Cn1nnc2ccccc21)NNC(=O)c1ccccc1	0
CN(CCN1CCOCC1)Cc1nc(-c2ccc(Cl)cc2)no1	-12
O=C(CNc1cccc(S(=O)(=O)N2CCOCC2)c1)N1CCc2ccccc21	-9
Cc1cc(/C=C2\SC(=S)NC2=O)c(C)n1-c1ccccc1	1
Cc1ccc(CSc2nnc(-c3ccncc3)n2N)cc1	2
NC1CCN(c2c(F)cc3c(=O)c(C(=O)O)cn(C4CC4)c3c2Cl)C1 (stereo not drawn)	-10
CCCCCCSc1nnc(N)s1	1
CCOC(=O)CC1C(=O)NCCN1c1nc2ccc(C)cn2c(=O)c1/C=C1\SC(=S)N(CC(C)C)C1=O (stereo not drawn)	9
C=CCn1c(=O)c(C(=O)Nc2ccccc2OC)c(O)c2ccccc21	19
CCCCc1nc(Cl)c(C#N)c2c1CCC2	13
O=C(C[n+]1ccc(/C=C/c2ccccc2)cc1)c1ccc2c(c1)OCCO2	-9
NC(=O)c1c(NC(=O)Cn2cnc([N+](=O)[O-])n2)sc2c1CCCC2	0
CCCn1nc(C(=O)Nc2ccc(S(=O)(=O)Nc3ncccn3)cc2)c2ccccc2c1=O	-3
Cc1cc(C)cc(NC(=O)NCc2c(-c3ccccc3)noc2C)c1	7
COC(=O)c1cc(=O)n(-c2ccc(C(F)(F)F)cc2)[nH]1	-10
CCn1cc(C(=O)NCc2ccccc2OC)c(=O)c2ccc(C)nc21	6
CCOC(=O)/C(=N\Nc1cc(Cl)ccc1Cl)N1CC(C)OC(C)C1 (stereo not drawn)	2
Cc1cccc(-n2ncc3c(Nc4ccc(F)cc4)ncnc32)c1	25
CC(C)C1N(C(N)=S)N=CC1(C)C (stereo not drawn)	-14
CSc1nc(=S)c2[nH]c(=S)[nH]c2[nH]1	3
Nc1nonc1NN=C1CCCCC1	4
CC(C)(C)c1oc(C(=O)O)cc1CN1CCOCC1	10
CC(C)(CO)NC(=S)NCc1ccco1	-4
COc1ccc(/C=C/c2nc(-c3ccccc3)cc(=O)[nH]2)cc1	2
O=C1CC2(CC(c3ccc(Cl)cc3)=NO2)C(=O)N1c1ccccc1 (stereo not drawn)	4
CCCCN(C(=O)c1cc(=O)[nH]c2ccccc12)c1c(N)n(CCC)c(=O)[nH]c1=O	-10
COc1ccccc1NCN1C(=O)CCC1=O	-11
O=c1cccccc1NN=C1CCCCCC1	0
COc1cc(/C=N/NC(=O)NC2CCCCC2)cc(OC)c1O	-8
CC(=O)c1sc2nc(-c3ccco3)ccc2c1N	-27

Additional structures follow.
Molecule	S1P3 antag
C/C(CC(=O)NC(C)c1ccccc1)=N\NC(N)=S (stereo not drawn)	-7
CCCCC(=O)NC(=O)NC(c1ccccc1)c1ccccc1	-17
COc1cccc(/C=N/n2nnnc2N)c1O	-1
COC(=O)Cn1c2ccc(Cl)cc2c2nc(C)sc21	-2
O=C(COc1ccccc1)N1CCN=C1SCc1cccc(F)c1	-4
CC1=C(C#N)c2nc(N)c(C#N)c(C)c2/C1=C\c1ccc(OCC(=O)O)c(Cl)c1	-8
COCc1c(C#N)c(NCc2cc(OC)c(OC)c(OC)c2)nc(C)c1[N+](=O)[O-]	-4
Cc1cc(C(=O)Nc2ccc(N3CCCCC3)cc2)no1	-13
Cc1ccc2c(c1)C1CN(C)CCC1N2C(=O)COc1ccc(N(C)S(=O)(=O)c2cccs2)cc1 (stereo not drawn)	-1
COc1ccc(-n2c(SCC(=O)Nc3cccc4ccccc34)nc(O)cc2=O)cc1	10
CCc1ccc2nc(SCC(=O)Nc3ccccc3N3CCOCC3)c(C#N)cc2c1	0
Oc1ccc(C(c2nnnn2CCc2ccccc2)N2CCN(c3nc4ccccc4s3)CC2)cc1 (stereo not drawn)	-17
CC(C)(C)OC(=O)NCCC(=O)N/N=C/c1cccc2cccnc12	-3
Cc1c(NC(=O)C(C)OC(=O)c2cccc(S(=O)(=O)N3CCOCC3)c2)c(=O)n(-c2ccccc2)n1C (stereo not drawn)	-11
Nc1ncnc2c1cnn2C1CCCCC1	7
C=CCn1c(NC(=O)c2ccco2)c(S(=O)(=O)c2ccccc2)c2nc3ccccc3nc21	-28
CC(Nc1ccc(N2CCOCC2)cc1)C(=O)N1c2ccccc2CC1C (stereo not drawn)	-8
O=C(O)c1ccc(-c2cccc([N+](=O)[O-])c2)o1	-5
NS(=O)(=O)c1cccc(NC(=O)c2cccs2)c1	-10
CC(C)(C)c1ccc(C(=O)N2CCCC2)s1	-10
CN(C)c1ccc(/C=N/NC(=O)c2cc(-c3ccc4c(c3)OCO4)n[nH]2)cc1	3
CCN1C(=O)/C(=C/C2=Cc3ccccc3OC2C)SC1=S (stereo not drawn)	-5
Cc1ccc2c(c1)Sc1c(ccc3ccccc13)N2	6
O=C1C(Cl)=C(Nc2ccc3cn[nH]c3c2)C(=O)c2ccccc21	9
N#CCSc1nnc(SCC#N)s1	6
COC1=C(Nc2ccccc2OC)C(=O)c2ccccc2C1=O	-2
NNC(=O)c1cccnc1Oc1ccccc1	-2
CCCOc1ccc(/C=N/NC(=O)CN(c2ccc(OCC)cc2)S(C)(=O)=O)cc1	9
Cc1cc(-c2nnc(CCC(=O)N(C)CCc3ccccc3)o2)no1	-9
O=C(/C=C/c1ccc2c(c1)OCO2)N1CCN(c2n[nH]c(=O)[nH]c2=O)CC1	1
CCOC(=O)CC1Sc2ccccc2NC1=S (stereo not drawn)	-18
CC1(C)Cc2c(sc3nc4n(-c5ccccc5)c(=O)c(CCC(=O)O)nn4c(=O)c23)CO1	-2
COc1ccc(OC)c(N=c2oc3c(OC)cccc3cc2C(=O)NCc2ccco2)c1	6
S=C(N/N=C/c1ccc2c(c1)OCO2)NC1CC2CCC1C2 (stereo not drawn)	8
Cc1ccc(NC(=O)CC2SCCNC2=O)cc1[N+](=O)[O-] (stereo not drawn)	3
O=S(=O)(c1ccccc1C(F)(F)F)N1C=CC(C(F)(F)F)=NCC1	3
CCC12CSc3nc(Cl)ccc3N1C(=O)C(=O)N2C (stereo not drawn)	3
Cc1cc(C)n(C(=O)c2cccc(S(=O)(=O)N3CCCCC3)c2)n1	6
O=C(Nc1ccccc1F)Nc1cccc2ccc(O)cc12	-2
Cc1nn(Cc2cccc(C(=O)NN)c2)c(C)c1Cl	11
O=C1CCCC(=O)C1C1c2ccccc2CCN1C(=O)CCl (stereo not drawn)	-2
O=C(O)[C@@H]1Cc2ccccc2N1	1
COc1ccccc1N1CCN(Cc2cn[nH]c2-c2ccc(F)cc2)CC1	1
CCOc1cc(N2CCOCC2)c(OCC)cc1NC(=O)c1ccc(S(=O)(=O)N(C)C)cc1	16
CN1CCN(/N=C/c2ccc(OCc3ccccc3)cc2)CC1	-4
CSc1nc(N)nc(C2CC2)n1	-14
Cc1onc(-c2ccccc2)c1C(=O)N/N=C/C=C/c1ccccc1	0
O=C(CSc1n[nH]c(=O)n1C1CC1)c1ccc2c(c1)OCCO2	-4
CCCOc1ccc(CCC(=O)N/N=C/c2ccc([N+](=O)[O-])o2)cc1	5
O=C(CN1C(=O)NC(c2ccccc2)(c2ccccc2)C1=O)Nc1ccc2[nH]c(=O)[nH]c2c1	3

(next part)
Molecule	S1P3 antag
O=C(O)CC(NC(=O)C(c1ccccc1)c1ccccc1)c1cccc([N+](=O)[O-])c1 (stereo not drawn)	-2
O=C(COC(=O)CCc1nc2ccccc2c(=O)[nH]1)Nc1ccccc1Cl	9
O=C(NC1(N2CCOCC2)CC1)c1ccc(Cl)cc1	0
COc1ccc(OC)c2c1C(=O)C(Cl)=C(Cl)C2=O	31*
O=C(NN1CCOCC1)c1cn(-c2ccccc2)nc1-c1cccs1	6
Cc1cc(=O)oc2cc(NS(=O)(=O)c3ccc(F)cc3)ccc12	-8
CCOc1ccc(S(=O)(=O)N2CCN(C(=S)NCc3ccccc3)CC2)cc1	-6
Cc1ccc(-c2nsc3c(N4CCN(C(=O)c5ccco5)CC4)ncnc23)cc1	-8
Nc1nc2c(c(=O)[nH]1)C(c1ccccc1)C1=C(N2)c2ccccc2C1=O (stereo not drawn)	4
COc1ccc(/C=N/NC(=O)c2cnccn2)c(OC)c1OC	0
COc1cccc(C(=O)Nc2cc(C)c3c(=O)oc4ccccc4c3n2)c1	-38
Cn1c(SCc2ccc(F)cc2)nnc1-c1cnccn1	-8
O=C(Oc1ccc(-c2csnn2)cc1)C1CC1	5
Oc1ccc(Br)cc1-c1cc(-c2ccccc2Cl)[nH]n1	-13
Cc1cc(NC(=O)Nc2cc(F)ccc2F)no1	10
CC(=O)c1sc(C(C)(C)C)cc1NC(=O)c1ccccc1C(=O)O	3
O=C(CCn1nc(-c2ccc(F)cc2)ccc1=O)NCc1ccccc1	-2
CCC(C)(C)NC(=O)CCCSc1nc2ccccc2[nH]1	-12
Cc1ccc(C(=O)C[n+]2cccc(C(N)=O)c2)cc1	-4
Cc1cc(C)cc(N2C(=O)CC(Sc3ccccc3C(=O)O)C2=O)c1 (stereo not drawn)	5
Cc1ccnc(NS(=O)(=O)c2ccc(Cl)nc2)c1	-10
Cc1ccc(NC(=S)N(Cc2ccccc2)C(C)C)cc1	7
CC(C)=CCN1CCN(Cc2nc(-c3ccc(F)cc3)cs2)CC1CCO (stereo not drawn)	-2
CC(=O)c1c(C)nn(-c2ccccc2)c1C	-2
COc1cccc(NC(=S)Nc2ccc(Br)cc2Cl)c1	-1
CN1CCN(C(=O)/C=C/c2ccc([N+](=O)[O-])o2)CC1	-8
O=C(C1CCC(CNc2c(N3CCCCC3)c(=O)c2=O)CC1)N1CCN(c2ccccn2)CC1 (stereo not drawn)	6
Cc1ccc2c(c1)nnn2C1CCN(CC(=O)Nc2ccc(F)cc2)CC1	6
CC(/C=C1\NC(=S)NC1=O)=C\c1ccccc1	0

Entries listed so far shown as hits in S1P3 antag.
Molecule	S1P3 antag
O=C(NC1CCCC1)c1cc(COc2ccc3ncccc3c2)on1	35*
COc1ccc(OC)c2c1C(=O)C(Cl)=C(Cl)C2=O	31*

High-throughput results deposited in PubChem by The Scripps Research Institute Molecular Screening Center.
